TDP1 inh = blocks human tyrosyl-DNA phosphodiesterase 1 | 0.28% of 350,000 active | recombinant TDP1, AlphaScreen DNA substrate cleavage | AID 485290 | Q9NUW8 | Potency, µM (series often up to 130 µM), without a hit: at the highest dose activity change, negative = inhibition, most hits filed as inhibitors; further: nearly all actives have a fitted effect of over 40% in size
Target sequence (Q9NUW8 whole entry, looked up): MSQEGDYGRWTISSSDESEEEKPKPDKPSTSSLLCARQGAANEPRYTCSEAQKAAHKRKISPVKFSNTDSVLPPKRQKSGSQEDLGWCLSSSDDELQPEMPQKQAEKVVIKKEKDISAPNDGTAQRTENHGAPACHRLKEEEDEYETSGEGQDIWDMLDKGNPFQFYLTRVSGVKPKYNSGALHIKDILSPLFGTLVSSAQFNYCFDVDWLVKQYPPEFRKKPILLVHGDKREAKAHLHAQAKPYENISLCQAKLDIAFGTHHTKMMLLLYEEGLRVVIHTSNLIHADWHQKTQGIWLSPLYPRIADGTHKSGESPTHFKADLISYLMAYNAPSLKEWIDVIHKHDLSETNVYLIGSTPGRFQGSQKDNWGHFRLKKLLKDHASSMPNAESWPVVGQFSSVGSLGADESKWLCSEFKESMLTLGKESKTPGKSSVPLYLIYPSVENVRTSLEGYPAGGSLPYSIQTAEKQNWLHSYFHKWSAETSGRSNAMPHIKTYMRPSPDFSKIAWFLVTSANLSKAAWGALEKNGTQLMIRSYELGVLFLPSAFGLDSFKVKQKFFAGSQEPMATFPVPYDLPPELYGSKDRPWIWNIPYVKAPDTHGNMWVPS
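Enzyme-compound mixtures sat 15 min at room temperature, followed by a 5 min reaction with 15 nM final substrate and 10 min with AlphaScreen beads. Recombinant human Tdp1 was used at 1 nM final.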
DT40 TDP1 no CPT = qHTS for Inhibitors of human tyrosyl-DNA phosphodiesterase 1 (TDP1): qHTS in cells in absence of CPT. 15% of 420,000 active. DT40 Tdp1-/- hTDP1 cells, no CPT, ATP luminescence, 48 h. Potency, µM (series often up to 46.2 µM), inactives show at the highest dose activity change, negative = growth inhibition, usual class: inhibitors; further: nearly all actives have a fitted effect of over 55% in size
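Chicken DT40 Tdp1-/- cells stably complemented with human TDP1 were seeded at 400 cells/well with DMSO in place of 20 nM camptothecin. After compound pinning, cells grew at least 48 hr at 37 °C; viability read by CellTiter-Glo luminescence.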
DT40 TDP1 CPT = DT40-hTDP1 cell growth loss with CPT; chicken DT40 Tdp1-/-;hTDP1 cells + 20 nM CPT, ATP luminescence, 48 h; Potency, µM (series often up to 46.2 µM), inactives show at the top dose activity change, negative = growth inhibition, most hits filed as inhibitors; 12% of 420,000 active; AID 686979; further: nearly all actives have a fitted effect of over 55% in size
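Chicken DT40 Tdp1-/- cells complemented with human TDP1, 400 cells/well, exposed to compounds plus 20 nM camptothecin for at least 48 h at 37 C; viability read as ATP content by CellTiter-Glo luminescence.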
An asterisk follows results filed as active; ? = inconclusive; / = not tested or not shown; & = joins results of further samples; [ ] = dose if it differs, or a comment. The call rests on the fitted dose curve; in most records, active means well fitted curve in the direction sought with a large enough effect; inconclusive means small, poorly fitted or top-dose-only effect, or another doubt; inactive means no such curve, though single readings can be large; an effect the other way counts as inactive or inconclusive. On the % scale 0 is the no-effect control and ±100 the full control effect; potency means the concentration at half of the fitted maximal effect.

The first 15 records, to show the layout:
SMILES | TDP1 inh | DT40 TDP1 no CPT | DT40 TDP1 CPT
COc1ccc(-n2c(=O)[nH]c3cc(C(=O)NCCc4ccc(OC)c(OC)c4)ccc3c2=O)c(OC)c1 | / | ? | -11%
COC(=O)Cc1ccc(NC(=S)NCCSc2ccc(C)cc2)cc1 | 0% | ? | ?
COc1ccc(NC(=O)CN(C)C(=O)CSCC(=O)Nc2ccc(C)cc2)cc1 | 0% | ? | ?
Cc1c(NC(=O)c2cc(-c3ccc4c(c3)OCO4)on2)c(=O)n(-c2ccccc2)n1C | 5% | -8% | -1%
O=C(CSc1nc2cc(Cl)ccc2o1)Nc1ccc(N2CCOCC2)cc1 | -1% | -18% | ?
O=C(C=C1CCN(c2ncc(C(F)(F)F)cc2Cl)CC1)NNC(=O)Nc1ccccc1 | 7% | ? | -19%
Cc1ccc(S(=O)(=O)N(C)C)cc1NC(=O)C(C)OC(=O)C1CCCC1 (centres undefined) | / | -6% | -18%
CC(C)(C)c1csc(NC(=O)Cc2ccc(S(=O)(=O)N3CCOCC3)s2)n1 | 5% | 15µM* | ?
O=C(Nc1ccccc1C(=O)N1CCCCCC1)c1ccc(Cl)cc1 | -2% | -1% | 5%
Cc1cccc(C)c1NC(=O)CNC(=O)CNC(=O)c1ccc2ccccc2c1 | / | -5% | -12%
C[C@H](NC(=O)c1ccccc1)C(=O)N1CCN(Cc2ccc3c(c2)OCO3)CC1 | 1% | -17% | -20%
CC(C)CC(NC(=O)C(NC(=O)OC(C)(C)C)C(C)C)C(=O)NC(CCC(=O)OCc1ccccc1)C(N)=O (centres undefined) | 7% | -24% | 2%
Cc1cc(C)c(OCC(=O)OCC(=O)NCCC2=CCCCC2)c(C)c1 | -7% | -14% | -15%
CCOC(=O)CN1C(=O)S/C(=C/c2ccc(OCc3ccc(C(=O)O)cc3)cc2)C1=O | / | -6% | 2%
CC(=O)Nc1ccc2c(c1)Cc1ccc(Cl)cc1-2 | / | -7% | -12%

This part in full, from the start:
SMILES | TDP1 inh | DT40 TDP1 no CPT | DT40 TDP1 CPT
COc1ccc(-n2c(=O)[nH]c3cc(C(=O)NCCc4ccc(OC)c(OC)c4)ccc3c2=O)c(OC)c1 | / | ? | -11%
COC(=O)Cc1ccc(NC(=S)NCCSc2ccc(C)cc2)cc1 | 0% | ? | ?
COc1ccc(NC(=O)CN(C)C(=O)CSCC(=O)Nc2ccc(C)cc2)cc1 | 0% | ? | ?
Cc1c(NC(=O)c2cc(-c3ccc4c(c3)OCO4)on2)c(=O)n(-c2ccccc2)n1C | 5% | -8% | -1%
O=C(CSc1nc2cc(Cl)ccc2o1)Nc1ccc(N2CCOCC2)cc1 | -1% | -18% | ?
O=C(C=C1CCN(c2ncc(C(F)(F)F)cc2Cl)CC1)NNC(=O)Nc1ccccc1 | 7% | ? | -19%
Cc1ccc(S(=O)(=O)N(C)C)cc1NC(=O)C(C)OC(=O)C1CCCC1 (centres undefined) | / | -6% | -18%
CC(C)(C)c1csc(NC(=O)Cc2ccc(S(=O)(=O)N3CCOCC3)s2)n1 | 5% | 15µM* | ?
O=C(Nc1ccccc1C(=O)N1CCCCCC1)c1ccc(Cl)cc1 | -2% | -1% | 5%
Cc1cccc(C)c1NC(=O)CNC(=O)CNC(=O)c1ccc2ccccc2c1 | / | -5% | -12%
C[C@H](NC(=O)c1ccccc1)C(=O)N1CCN(Cc2ccc3c(c2)OCO3)CC1 | 1% | -17% | -20%
CC(C)CC(NC(=O)C(NC(=O)OC(C)(C)C)C(C)C)C(=O)NC(CCC(=O)OCc1ccccc1)C(N)=O (centres undefined) | 7% | -24% | 2%
Cc1cc(C)c(OCC(=O)OCC(=O)NCCC2=CCCCC2)c(C)c1 | -7% | -14% | -15%
CCOC(=O)CN1C(=O)S/C(=C/c2ccc(OCc3ccc(C(=O)O)cc3)cc2)C1=O | / | -6% | 2%
CC(=O)Nc1ccc2c(c1)Cc1ccc(Cl)cc1-2 | / | -7% | -12%
CCN(CC)CCCN(Cc1cc2cc3c(cc2[nH]c1=O)OCO3)C(=S)NC | 2% | -1% | 20%
Cc1cccc(NC(=O)C2CCN(C(=O)NCc3ccccc3)CC2)c1C | 12% | -8% | 3%
Cc1ccc(Cl)cc1N1CCN(C(=O)C2CCN(S(=O)(=O)c3cccnc3)CC2)CC1 | 6% | 4.6µM* | 2.9µM*
Cc1cc(-c2onc(C)c2C(=O)N/N=C/c2ccccc2)no1 | 3% | -25% | -10%
COc1ccc(OC)c2[nH]c(=O)c(CCNC(=O)c3ccc4c(c3)OCO4)cc12 | 0% | ? | ?
COc1ccc(-c2cn3nc(N4CCC(C(=O)Nc5ccc(Cl)cc5C)CC4)sc3n2)cc1 | 0% | ? | ?
COc1ccccc1-n1cnnc1SCC(=O)NC1CCCCC1 | 0%[56.1 µM] | -1% | 12%
CC(=O)c1ccc(N2CCN(C(=O)CN3C(=O)NC4(CCCCC4)C3=O)CC2)c(F)c1 | 0% | -18% | -24%
Cc1cccc(OCCCC(=O)Nc2ccc(S(=O)(=O)N3CCCC3)cc2)c1 | 0% | 18µM* | ?
Cc1ccc(Cn2c(SCC(C)C)nc3c2c(=O)[nH]c(=O)n3C)cc1 | 3% | ? | -29%
CN1C(=S)SC(/[N+]([O-])=C/c2cccnc2)C1(C)C (centres undefined) | -4% | -26% | 5%
O=C(OC(C(=O)NCc1ccco1)c1ccc(Cl)cc1)c1cccs1 (centres undefined) | / | ? | ?
COc1cccc(CNC(=O)CN(C)S(=O)(=O)c2ccc3c(c2)n(C)c(=O)c(=O)n3C)c1 | 2% | 19% | 6%
Fc1ccc2[nH]c(-c3cccs3)cc2c1 | 0% | -7% | -6%
CC(C)CCOc1ccc(C(=O)N2CCCC2C(=O)O)cc1 (centres undefined) | 6% | 7% | 4%
O=C1NN=COc2ccccc21 | / | 18% | 3%
CC1(C(=O)Nc2ccc3c(c2)OCCO3)CCN1C(=O)c1ccco1 (centres undefined) | / | -11% | -42%
COc1ccc(OC)c(NC(=O)CCN2C(=O)c3cccc([N+](=O)[O-])c3C2=O)c1 | / | 23% | -4%
O=C(NCCCN1CCN(c2cccc(Cl)c2)CC1)c1sc2ncccc2c1-n1cccc1 | 11% | 23µM* | ?
COc1cc(C(=O)NNC(=O)Cc2cccs2)cc(OC)c1OC | -9% | -25% | -16%
CCc1nc(SCC(=O)N2CCOCC2)c2c(=O)n(C)c(=O)n(C)c2n1 | 8% | 1% | 0%
c1ccc(N2CCN(c3ccc4nncn4n3)CC2)nc1 | 1% | -4% | -13%
CC12COC3(C(=O)Nc4ccc([N+](=O)[O-])cc4)CC1CCC32C (centres undefined) | 2% | ? | -24%
COC(=O)c1sccc1Oc1c(Cl)cccc1[N+](=O)[O-] | 0% | -16% | 13%
COc1ccccc1Nc1nc(N)nc(CSC(=S)N2CCOCC2)n1 | / | -15% | -7%
CCOc1ccc(CCNC(=O)C(CC(C)C)N2Cc3ccccc3C2=O)cc1OCC (centres undefined) | 4% | 9.2µM* | 10µM*
CCN1CCN(c2cc(C)c3cc(NC(=S)N4CCN(c5ccc(F)cc5)CC4)ccc3n2)CC1 | 5% | ? | 21µM*
CCN(CC)c1ccc(C2C(C(=O)OC)=C(C)NC(C)=C2C(=O)OC)cc1 | -7% | -27% | ?
Cc1ccc(NS(=O)(=O)c2cc([N+](=O)[O-])ccc2NNC(=S)Nc2cc(C)ccc2C)c(C)c1 | 8% | 21µM* | ?
CCCCN(C)C(=O)CSc1nc(NCc2ccc(OC)cc2)c2ccccc2n1 | 6% | ? | ?
O=C(CSc1nnc(CNC(=O)c2ccco2)o1)Nc1ccc(F)cc1F | 5% | 17% | -6%
CC1(C)CC(=O)C2=C(C1)N(c1ccccc1C#N)C(N)=C(C#N)C2c1cccs1 (centres undefined) | 5% | ? | ?
Cc1ccc(-n2nnc3c(=O)n(Cc4ccccn4)cnc32)cc1C | 0% | -18% | 3%
CCOCCCn1c(=S)[nH]c2cc(C(=O)N3CCN(c4ccccc4)CC3)ccc2c1=O | 2% | -12% | ?
O=C(N/N=C/c1ccc[nH]1)c1cc(-c2ccc(Cl)cc2)nc2ccccc12 | 8% | 9.2µM* | ?
N#C/C(=C\c1ccc(-c2ccccc2)cc1)c1nc(-c2ccco2)cs1 | -1% | -28% | -19%
Nc1c(-c2ccccc2)c(CSc2nc3ccccc3[nH]2)nn1-c1ccc(Cl)cc1 | 6% | ? | ?
O=C(NCCCN1CCOCC1)c1c(-c2ccccc2)oc2c1C(OCCCCCO)CCC2 (centres undefined) | / | -11% | 10%
COc1ccccc1CNC(=O)CCNS(=O)(=O)c1ccc2c(c1)oc(=O)n2C | 1%&6% | -1%&-21% | -6%&-15%
O=C(O)c1ccccc1OC(=O)C12CC3CC(CC(C3)C1)C2 | 0% | -2% | 11%
Cc1cc(C)cc(NC(=O)CN2CCC(NC(=O)Cc3ccccc3)CC2)c1 | 7% | -5% | 0%
CCCN1CCN(C(=O)Cn2nc(C)n3c(cc4sccc43)c2=O)CC1 | 3% | 10% | 0%
CC1=C(C)N(C)[C@H](c2ccccc2Br)[C@H](O)C1=O | / | 5% | -4%
Cc1ccc(OCC(=O)Nc2ccc3c(c2)nc(CCN2CCCC2)n3C)cc1 | / | ? | -85%
O=C(NC(CSC(=O)c1ccccc1)C(=O)O)OCc1ccccc1 (centres undefined) | / | 5% | 8%

The results go on.
SMILES | TDP1 inh | DT40 TDP1 no CPT | DT40 TDP1 CPT
COc1ccc(C)cc1-n1nnnc1SCC1CCCCO1 (centres undefined) | 0% | -12% | -12%
CCCCCSc1nc(N2CCOCC2)c2c(c1C#N)CC(C)(C)OC2 | 6% | ? | -21%
CCOC(=O)c1sc2ncn(CC(=O)Nc3ccc(N(C)C)cc3)c(=O)c2c1C | -3% | -2% | -7%
CCOC(=O)c1cc(-c2ccccc2)n(CCC(=O)NCCc2ccc(OC)c(OC)c2)c1C | 9% | 23µM* | 21µM*
O=C(CSc1ccc(-c2cccc([N+](=O)[O-])c2)nn1)N1CCCCC1 | 4% | ? | -5%
Cc1ccc(S(=O)(=O)NCCN2CCOCC2)c(C)c1 | / | 4% | -3%
Cc1ccc(S(=O)(=O)N2C[C@@H](C)[C@]3(C2)[C@H](O)[C@H](OC(=O)NC2CCCC2)C[C@H]2C(=O)N(c4ccccc4)C(=O)[C@H]23)cc1 | / | ? | -18%
COc1cc(NC(=O)COC(=O)CCc2cc(OC)c(OC)c(OC)c2)cc(OC)c1 | 8% | -3% | -16%
CCN1CCN(C(=O)CN(c2ccc(F)cc2)S(=O)(=O)c2ccc(OC)c(OC)c2)CC1 | 4%[56.1 µM] | 1% | 7%
Cc1ccc(C2C3=C(CCCC3=O)N=C3c4ccccc4C(=O)C32)cc1 (centres undefined) | 8% | ? | -1%
O=C(O)CCCN1C(=O)c2ccc(Oc3cccc([N+](=O)[O-])c3)cc2C1=O | -2% | 0% | 1%
COc1ccc(C)cc1NC(=O)c1ccc([N+](=O)[O-])cc1[N+](=O)[O-] | -1% | -30% | ?
Cn1cc(-c2nc3cnc(N4CCNCC4)nc3n(C3CC3)c2=O)c2ccccc21 | / | 5.8µM* | 13µM*
COc1ccc(OCCSc2nnc3sc4ccccc4n23)cc1 | 6% | ? | ?
OC(COc1ccc2ccccc2c1)CN1CCCC1 (centres undefined) | -1% | -11% | -20%
O=C(c1ccc(Cn2c(=O)[nH]c3ccccc3c2=O)cc1)N1CCN(c2ccccc2)CC1 | 2% | 15µM* | 18µM*
CCN(Cc1ccncc1)C(=S)Nc1ccccc1C | / | ? | -14%
CCN1CN=C(NS(=O)(=O)c2ccc(C)cc2)NC1 | -1% | 1% | -9%
O=C(O)C1C2C=CC(C2)C1C(=O)N1CCN(C/C=C/c2ccccc2)CC1 (centres undefined) | 2% | 8% | 9%
COc1ccc(NC(=O)c2cccc(N3CCCS3(=O)=O)c2)cc1 | 5% | ? | ?
CC(Cc1ccsc1)NC(=O)CCc1nnc(COc2ccccc2)o1 (centres undefined) | 5% | 7% | 2%
CCN1C(=O)CCCc2ccccc21 | 0% | -6% | 1%
O=C(CSc1ccc2nnc(-c3ccccc3)n2n1)NCc1ccc2c(c1)OCO2 | 1% | -18% | ?

Source: PubChem (National Center for Advancing Translational Sciences (NCATS))
